Source: PubChem
LYPLA2 counter – counter-screen for PME1 inhibitors: inhibitors of human LYPLA2. O95372. recombinant LYPLA2, FP-Rh probe fluorescence polarization. inhibition, % at 5.9 µM. 320,000 tested, 0.38% active;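 active means inhibition above the screen-wide mean plus 3 SD, limit set per campaign, cut at about 26% in these data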;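 further: 0% = LYPLA2 with DMSO and 100% = wells lacking LYPLA2 enzyme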
JMJD2C inh – inhibitors of human GASC-1 (JMJD2C) demethylase | inhibition, % at 2.35 µM | AID 2099 | GST-JMJD2C(1-420) H3K9me3 demethylation, DELFIA europium | 330,000 tested, 0.069% active | Q9H3R0;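 active means more than half of a compound's replicate wells show inhibition beyond 50%, single wells judged on their own value; inconclusive means some, but no more than half, of replicates pass 50% inhibition; inactive means no replicate passes 50% inhibition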;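 further: signal counts dimethyl H3K9 product captured on neutravidin plate; 0% = median of DMSO wells and 100% = 0.3 times that DMSO median; strong numbers were not always called active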
HCV core dimer – blocks dimerization of HCV core protein. TR-FRET GST/Flag-core106 dimerization, 1536-well. inhibition, % at 5 µM. 300,000 tested, 0.33% active. AID 1899;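 active means inhibition above the mean of all tested compounds plus 3 SD, set per screening campaign, cut at about 45% in these data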
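Material: GST/Flag-tagged HCV core106 proteins. Incubation: 4 h, 22.5 °C incubation. Read-out basis: inhibition (%) from 671 over 617 nm ratio. Measured by: TR-FRET, excitation 340 nm, emission 617 and 671 nm.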
CTSL1 counter – cathepsin L1 inhibition, PFM18AAP counter-screen. recombinant F. hepatica cathepsin L1, Z-Leu-Arg-MCA fluorescence. 300,000 tested, 0.49% active. inhibition, % at 5.96 µM;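 active means inhibition above the mean of all tested compounds plus 3 SD, set per screening campaign, cut at about 17% in these data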;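 further: 0% = plate median of test compound wells and 100% = 1 µM Z-Phe-Ala-diazomethylketone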
TPT1 inhibitor – blocks Candida albicans tRNA 2'-phosphotransferase; 300,000 tested, 0.81% active; inhibition, % at 5 µM; recombinant caTPT1, FP RNA substrate dephosphorylation;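 active means inhibition above the mean of all tested compounds plus 3 SD, set per screening campaign, cut at about 24% in these data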;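 further: plate controls were DMSO alone for no effect and ferristatin control at 100 nM for full effect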
PREPL inh – inhibitors of human prolyl oligopeptidase-like enzyme PREPL; inhibition, % at 5.96 µM; Q4J6C6; recombinant PREPL, fluorescence polarization activity-based probe; 320,000 tested, 0.68% active; in the data active means inhibition above about 43%;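 further: 0% = enzyme with DMSO and 100% = wells lacking enzyme; many of its hits are not listed in these tables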
Target sequence (Q4J6C6 whole entry, looked up): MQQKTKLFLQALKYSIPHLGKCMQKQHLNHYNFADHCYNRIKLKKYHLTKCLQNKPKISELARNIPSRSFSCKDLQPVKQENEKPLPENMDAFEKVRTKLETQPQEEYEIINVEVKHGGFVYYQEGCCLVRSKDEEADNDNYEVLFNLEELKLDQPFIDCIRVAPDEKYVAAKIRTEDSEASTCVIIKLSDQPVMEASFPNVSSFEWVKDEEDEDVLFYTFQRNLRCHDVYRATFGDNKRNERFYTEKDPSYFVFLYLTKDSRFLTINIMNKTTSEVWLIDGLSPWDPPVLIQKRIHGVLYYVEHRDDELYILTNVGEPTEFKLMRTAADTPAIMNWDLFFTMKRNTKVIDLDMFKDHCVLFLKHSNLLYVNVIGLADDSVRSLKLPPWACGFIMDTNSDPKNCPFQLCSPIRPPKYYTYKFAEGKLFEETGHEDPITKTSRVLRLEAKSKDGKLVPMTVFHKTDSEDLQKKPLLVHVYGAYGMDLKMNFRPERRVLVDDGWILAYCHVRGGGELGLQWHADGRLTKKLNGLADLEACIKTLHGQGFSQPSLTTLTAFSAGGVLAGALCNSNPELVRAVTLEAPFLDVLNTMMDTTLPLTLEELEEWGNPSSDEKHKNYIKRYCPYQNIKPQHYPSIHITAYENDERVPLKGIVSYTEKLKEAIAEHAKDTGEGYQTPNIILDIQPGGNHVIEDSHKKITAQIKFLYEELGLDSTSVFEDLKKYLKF
Efflux pump mplx – inhibitors of Candida antifungal efflux pumps expressed in yeast | S. cerevisiae Candida pump triplex, Nile Red efflux | inhibition, % at 10 µM | 330,000 tested, 0.44% active | AID 485275;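 active means plate passing quality check with inhibition over a set limit, or well fluorescence over plate mean plus 4 SD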;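 further: Nile Red retained in pooled yeast measured as flow cytometry median fluorescence; 0% = buffer negative control and 100% = Enniatin B positive control; higher means more Nile Red kept so more efflux inhibition; some compounds called inactive have numbers as strong as hits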
PP5 primary – inhibitors of human protein phosphatase 5 (PP5); P53041; purified PP5c, OMFP substrate fluorescence; inhibition, % at 6.7 µM; 320,000 tested, 0.18% active; AID 1987;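 active means inhibition above the campaign's mean inhibition across all tested compounds plus 3 SD, cut at about 9.5% in these data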;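 further: 0% = DMSO only and 100% = 100 µM cantharidin control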
PP1 counter – PP1-alpha (human) inhibition in PP5 counter-screen; P62136; purified PP1alpha, OMFP fluorescence; inhibition, % at 6.7 µM; 320,000 tested, 0.9% active;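 active means inhibition above the mean inhibition of all tested compounds plus 3 SD, computed separately for each screening campaign, cut at about 15% in these data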
Target sequence (P62136 whole entry, looked up): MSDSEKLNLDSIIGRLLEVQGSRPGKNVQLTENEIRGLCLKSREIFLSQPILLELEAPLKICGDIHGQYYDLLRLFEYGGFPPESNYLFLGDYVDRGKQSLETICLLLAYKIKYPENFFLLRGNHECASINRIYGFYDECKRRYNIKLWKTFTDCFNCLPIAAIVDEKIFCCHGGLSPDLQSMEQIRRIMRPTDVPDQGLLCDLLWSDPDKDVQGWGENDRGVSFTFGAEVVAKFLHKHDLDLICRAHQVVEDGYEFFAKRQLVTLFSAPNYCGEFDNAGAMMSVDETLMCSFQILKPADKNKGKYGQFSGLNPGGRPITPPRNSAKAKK
* marks the source's active call; other numbers are inactive results; ? = inconclusive; . = no result given. Only part of the results is shown; rates above refer to the full screens.

SMILES	LYPLA2 counter	JMJD2C inh	HCV core dimer	CTSL1 counter	TPT1 inhibitor	PREPL inh	Efflux pump mplx	PP5 primary	PP1 counter
O=S(=O)(NCc1ccccn1)c1cc(OCC(F)(F)F)ccc1OCC(F)(F)F	2.8	0.2	1.4	2.5	1.0	-0.9	-0.1	-2.2	-4.1
O=C(NNc1c2ccccc2nc2ccccc12)c1ccccc1O	10.7	2.5	-36.0	1.5	9.4	46.3*	-0.1	5.4	1.6
CC(=O)Nc1ccc(NC(=O)C2CCCN(S(=O)(=O)c3ccc(Cl)cc3)C2)cc1 (stereo not given)	0.7	-3.1	-2.4	-1.0	-4.0	-3.1	0.3	2.0	-1.0
CNc1ccc([N+](=O)[O-])cc1C(=O)O	-0.2	4.2	-0.2	-0.2	0.0	-11.1	-0.2	-1.8	-0.2
CCOC(=O)c1c2ccccc2[n+]([O-])n1[C@@H](C)C(N)=O	2.8	11.2	-5.8	3.5	-1.4	14.6	0.1	0.4	-2.8
CC(=O)Oc1ccc(-c2ccc(C(=O)OCC(=O)N(C)CC(=O)Nc3ccccc3Cl)cc2)cc1	-5.1	10.3	-0.3	-17.2	-3.9	1.1	-1.3	1.1	3.6
NNC(=O)c1cc(-c2ccccc2)sc1N	-1.0	-6.9	-12.9	1.2	1.7	38.6	0.0	0.6	-5.7
CC(=O)C1=C(C)OC(N)=C(C#N)C1c1ccco1 (stereo not given)	5.0	0.3	2.8	3.0	-33.1	19.4	-0.1	-1.4	2.0
CCC(=O)NCCc1nc2ccccc2n1CC(=O)c1ccccc1	-5.3	-8.4	-9.0	-1.2	2.2	-10.4	0.0	-2.0	-4.7
Cc1ccc(S(=O)(=O)N(Cc2ccc(Cl)cc2)c2ccccc2C(=O)NCc2ccco2)cc1	-11.5	-0.7	15.1	0.3	-2.5	3.3	-0.1	2.3	11.5
Cc1c(Cl)cccc1NC(=S)NCCc1ccc(S(N)(=O)=O)cc1	2.2	2.4	-1.7	1.9	2.0	-2.3	0.3	3.6	1.1
O=C(NCc1ccc(F)cc1)c1ccc(S(=O)(=O)Nc2cccc(C(F)(F)F)c2)cc1	-10.4	-0.7	4.8	0.1	1.3	-0.2	0.0	6.2	0.1
Cc1ccc(C)c(N/C=C(\C#N)c2nc3ccccc3o2)c1	-8.6	2.6	13.9	-5.6	0.4	-4.0	-0.2	0.3	-5.6
Cc1cc(C(C)(C)C)cc(C)c1N	-4.6	1.8	-0.7	-4.0	-0.7	-1.9	0.1	-2.4	0.0
CC(C)CN1CCCC(N2CCN(c3cccc(Cl)c3)CC2)C1 (stereo not given)	2.3	-23.9	2.1	-7.7	-1.5	0.1	0.2	-2.6	-4.1
Cc1onc(-c2ccccc2)c1C(=O)N/N=C/c1ccc(Br)cc1	2.4	-1.4	-3.1	0.4	0.5	-9.5	0.2	4.7	-1.6
NC(=O)N/N=C/c1cccc(OCc2ccc(F)cc2)c1	7.9	7.1	-4.7	2.2	-1.8	15.3	-0.1	1.4	-1.4
Cc1cccc(NC(=O)c2ccc(S(=O)(=O)NCc3ccco3)cc2)n1	-2.0	-10.2	.	.	.	-1.4	0.2	-1.7	-4.1
COc1ccc(S(=O)(=O)N2CCc3ccccc32)cc1C(=O)O	1.5	5.8	0.0	-1.5	-5.0	-1.6	-0.2	-0.4	-3.5
COc1ccc2c(ccn2S(=O)(=O)c2ccccc2)c1	2.3	13.3	-0.7	5.4	0.1	13.9	0.3	2.9	2.0
O=C(NC1CCCCC1)c1cc(-n2cnnc2)ccc1Cl	-4.2	-1.1	-1.5	-1.7	1.6	2.9	3.2	0.1	2.2
Cc1cc(N2C(=O)[C@@H]3[C@H](C2=O)[C@@H]2C[C@H]3C(Br)C2Br)no1 (stereo not given in full)	-2.9	7.1	1.6	0.6	-3.6	-0.4	0.0	-1.3	-0.1
CCOC(=O)CC(=O)CSc1ccc2nnc(-c3ccc(F)cc3)n2n1	6.3	-3.7	4.3	7.9	2.7	1.6	-0.1	-0.5	4.0
O=C(O)c1[nH]c2ccccc2c1C(c1cc(Br)ccc1O)c1c(C(=O)O)[nH]c2ccccc12	4.6	1.1	27.0	0.1	4.6	11.6	0.3	2.1	0.3
O=C(Nc1nnc(C2=COCCO2)o1)c1ccc(Cc2ccccc2)cc1	10.4	-4.0	4.0	-0.3	0.4	6.1	0.3	0.1	21.8*

3 entries from above in another layout:
| molecule | LYPLA2 counter | JMJD2C inh | HCV core dimer | CTSL1 counter | TPT1 inhibitor | PREPL inh | Efflux pump mplx | PP5 primary | PP1 counter |
| --- | --- | --- | --- | --- | --- | --- | --- | --- | --- |
| O=S(=O)(NCc1ccccn1)c1cc(OCC(F)(F)F)ccc1OCC(F)(F)F | 2.8 | 0.2 | 1.4 | 2.5 | 1.0 | -0.9 | -0.1 | -2.2 | -4.1 |
| O=C(NNc1c2ccccc2nc2ccccc12)c1ccccc1O | 10.7 | 2.5 | -36.0 | 1.5 | 9.4 | 46.3* | -0.1 | 5.4 | 1.6 |
| CC(=O)Nc1ccc(NC(=O)C2CCCN(S(=O)(=O)c3ccc(Cl)cc3)C2)cc1 (stereo not given) | 0.7 | -3.1 | -2.4 | -1.0 | -4.0 | -3.1 | 0.3 | 2.0 | -1.0 |

(continued)
SMILES	LYPLA2 counter	JMJD2C inh	HCV core dimer	CTSL1 counter	TPT1 inhibitor	PREPL inh	Efflux pump mplx	PP5 primary	PP1 counter
Cn1c(=O)n(C)c2cc(NC(=O)CSc3nnc(-c4ccccc4O)n3-c3ccccc3)ccc21	6.8	-6.5	15.4	-5.0	-5.7	16.0	0.1	-0.4	0.1
COc1ccc2c(c1)[N+](C)(C)C(C)(C)C=C2C	1.7	2.8	-0.4	3.3	-0.5	9.6	0.0	1.5	-1.0
CCC(C(=O)NCCC(C)C)n1ccc2cc(S(=O)(=O)N3CCCCC3)ccc21 (stereo not given)	1.5	14.2	-7.3	7.0	-2.7	-7.2	0.0	-3.0	5.1
O=C(Cc1ccccc1[N+](=O)[O-])NCCC1=CCCCC1	-0.2	13.4	-5.5	2.1	-4.2	2.3	-0.1	-0.1	3.5
Cc1nn(-c2ccccc2)c2c1C(O)n1c(nc3ccccc31)S2 (stereo not given)	4.0	1.7	4.0	2.6	-0.6	-10.1	0.1	1.4	1.9
COc1ccc(S(=O)(=O)Nc2ccc3cn[nH]c3c2)cc1C	2.5	25.0	-6.2	-2.4	1.5	-9.8	0.1	2.3	-0.8
COc1ccccc1CNS(=O)(=O)c1ccc2c(c1)CC(C)N2C(=O)C1CCC1 (stereo not given)	6.3	-0.5	5.7	-5.3	-0.6	-4.7	-0.1	-1.6	-1.3
O=C(/C=C/c1cccs1)Nc1ccc(Br)cn1	1.1	5.6	9.2	3.2	-2.7	0.6	-0.1	-0.7	2.3
COc1ccc(C2CC(c3cccs3)=NN2C(=O)CSC2=NCCS2)cc1 (stereo not given)	6.5	2.0	8.1	0.8	3.0	21.1	0.4	2.3	3.5
Cc1cc(C)nc(N/N=C/c2cc3c(cc2[N+](=O)[O-])OCO3)n1	-0.6	-0.9	-9.8	-0.7	-1.8	1.3	0.1	1.0	-0.7
COC(=O)N/N=C/c1cn(CCOc2ccccc2)c2ccccc12	17.4	10.1	-13.8	2.9	-0.4	28.6	-0.2	2.7	-1.0
COc1ccc(/C=C/C(=O)C2(O)CCCCC2)cc1	0.8	12.6	0.2	2.4	3.4	-2.9	-0.1	2.0	-4.7
CNC(=O)CNC(=O)Nc1ccc(Cl)c(Cl)c1	2.4	-1.3	-2.0	3.2	0.0	-1.5	0.0	-0.5	3.5
CC1(C)C(c2ccccc2)=NC(c2ccc(Br)cc2)N1O (stereo not given)	-0.4	0.1	6.1	-1.5	-1.8	-7.3	-0.4	1.9	-1.7
N#Cc1c(C(F)(F)F)cc(-c2cccs2)nc1SCC(=O)O	1.0	7.6	8.5	-3.5	-1.0	9.7	-0.1	-1.8	-5.6
CCS(=O)(=O)c1ccc(-c2csc(-c3ccccc3)n2)c(Cl)c1Cl	4.8	0.8	2.3	2.2	-2.8	11.1	0.1	2.5	-1.4
Cc1ccc(-n2c(SCc3cn4ccsc4n3)nc3ccccc3c2=O)cc1	1.7	3.8	20.5	-2.4	-0.1	-17.2	0.4	2.1	-1.4
CC(=O)c1cc(-c2ccccc2)n(CCC(=O)NCc2cccs2)c1C	2.0	-0.9	5.2	8.0	-6.8	-1.9	0.0	3.7	-0.6
COc1ccccc1N1CCN(C(CNS(=O)(=O)c2ccccc2)c2cccnc2)CC1 (stereo not given)	3.6	3.5	7.1	-1.0	2.9	14.7	0.1	4.5	-0.3
CC1(C)CC(=O)C2=C(C1)N(Cc1ccc(F)cc1)C(=O)C2(NC(=O)c1cccnc1)C(F)(F)F (stereo not given)	-1.8	-3.2	11.7	1.3	-0.3	-0.1	-0.3	-3.6	-2.8
CC1CCN(S(=O)(=O)N2CCN(C(=O)c3ccc4c(c3)OCO4)CC2)CC1	-0.3	-1.9	9.4	-5.2	2.8	-0.4	-0.1	-2.5	-4.6
NC(=O)NCc1cccc(Cl)c1	-0.4	?	-6.6	-2.1	-4.0	-2.3	-0.1	1.4	4.9
O=C(NCc1ccco1)C1CC(O)CN1C(=O)Nc1ccccc1 (stereo not given)	-2.0	48.9	-15.9	1.8	-3.3	15.3	-0.1	2.7	2.4
O=C(c1cc([N+](=O)[O-])cc([N+](=O)[O-])c1)N(c1ccccn1)c1ccccn1	-4.4	4.5	-4.0	1.2	0.1	-0.1	0.1	-0.5	-0.1
CC1CCN(C(=O)c2cc3nc(C4CC4)cc(C(F)(F)F)n3n2)CC1	6.6	-5.9	-0.2	0.9	-2.1	-3.2	-0.1	2.2	-7.8
Later entries
SMILES	LYPLA2 counter	JMJD2C inh	HCV core dimer	CTSL1 counter	TPT1 inhibitor	PREPL inh	Efflux pump mplx	PP5 primary	PP1 counter
N=c1ccn(Cc2ccc(Cl)cc2)cc1	10.8	6.2	-4.5	1.3	-5.0	20.5	-0.3	-1.3	1.9
COC(=O)C1CCN(c2nc3ccccc3nc2C(C#N)C(=O)OCC(C)C)CC1 (stereo not given)	1.5	-3.1	14.9	-1.1	0.7	-3.2	-0.1	1.9	5.8
COCCOC(=O)c1c(NC(=O)CNC2CCCc3ccccc32)sc(C(N)=O)c1C (stereo not given)	4.3	8.1	8.2	1.9	5.1	-1.7	0.3	4.3	-4.9
CC(C)Cc1ccc(C#N)c(SCC(N)=O)n1	5.8	6.2	1.7	2.0	0.7	-0.1	0.0	0.5	-1.9
Cc1ccc(NC(=O)c2oc3ccccc3c2C)nc1	-2.2	-3.4	-1.6	-1.1	1.5	5.1	0.3	2.5	-4.9
Cc1ccc(-c2csc3ncnc(SCC(N)=O)c23)cc1	-4.3	1.0	16.2	1.1	2.8	-4.0	0.0	-0.5	-3.4
COc1ccc(Cl)cc1N/C(N)=N/c1nc(CSc2ccc(C)cc2)cc(=O)[nH]1	2.8	6.1	2.0	3.4	0.7	11.4	0.4	0.4	-3.2
CCn1c(SCC(=O)NC2CCCCC2C)nnc1-c1ccc(OC)cc1 (stereo not given)	1.3	6.4	1.8	0.4	2.9	18.4	0.3	1.4	-3.2
COC(=O)c1cc(C)nc2c1c(C)nn2-c1ccccc1	3.6	-4.4	.	.	.	1.2	-0.1	3.6	-2.0
O=C(Nc1ccccc1OC(F)F)c1ccc(S(=O)(=O)N2CCCC2)cc1	0.6	.	.	.	.	16.2	0.4	0.6	1.7
CC(=O)N1c2ccc(S(=O)(=O)N3CCCC(C(=O)Nc4ccc(F)cc4)C3)cc2CC1C (stereo not given)	-1.2	-10.3	-2.2	1.4	-6.1	-6.5	0.2	2.0	-1.9
